Source: PubChem BioAssay (Sanford-Burnham Center for Chemical Genomics)
TIM10 inh: inhibits growth of TIM10 yeast strain; actives 1.4% (n = 330,000); inhibition, % at 10 µM; S. cerevisiae TIM10 strain growth, BacTiter-Glo luminescence, 24 h; AID 463195;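 active = inhibition of 40% or more at the single tested concentration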;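 note: wild-type TIM10 isogenic control strain grown at permissive 25 °C; 0% = DMSO yeast wells and 100% = minimal medium wells without yeast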
MPTP inh: permeability transition pore inhibition. actives 1.4% (n = 360,000). isolated mouse mitochondria, Ca2+ swelling absorbance, 30 min. inhibition, % at 10 µM;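 active = inhibition of 50% or more, scaled per plate between neutral and stimulator controls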;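 note: 0% = DMSO wells given calcium and 100% = 1 mM EGTA wells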
beta cell repl: induces beta-cell replication in MIN6 cells | MIN6 cells proliferation, ATPlite luminescence, 48 h; cells starved in 0.2% serum; 100% = growth in 10% serum | proliferation, % at 10 µM | actives 0.29% (n = 330,000) | AID 2380;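 active = compounds whose signal lies at least 3.5 SD above the mean of all wells on their plate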;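 note: 0% = DMSO-treated cells in low-serum medium and 100% = 10% serum control; some compounds called inactive have numbers as strong as hits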
NR3A LBD binder: modulates the human NR3A ligand-binding domain; actives 2.5% (n = 340,000); NR3A LBD differential scanning fluorimetry, Tm shift; 0% = protein alone, 100% = glycine-bound protein; Tm shift relative to glycine control, % at 25 µM; AID 1259313;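 active = melting temperature shift of at least 10% of the positive control shift, at one fixed dose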
APJ ag: APJ receptor agonism | CHO-K1 APJ PathHunter beta-arrestin, luminescence; 0% DMSO wells, 100% apelin | actives 0.11% (n = 330,000) | activation, % at 20 µM | AID 2520;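 active = activation more than six SD over the plate average, tested at 20 µM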;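 note: 0% = DMSO alone and 100% = apelin-13 at 10 nM; some results filed as inactive read as strong as hits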
Target sequence (P35414 whole entry, looked up): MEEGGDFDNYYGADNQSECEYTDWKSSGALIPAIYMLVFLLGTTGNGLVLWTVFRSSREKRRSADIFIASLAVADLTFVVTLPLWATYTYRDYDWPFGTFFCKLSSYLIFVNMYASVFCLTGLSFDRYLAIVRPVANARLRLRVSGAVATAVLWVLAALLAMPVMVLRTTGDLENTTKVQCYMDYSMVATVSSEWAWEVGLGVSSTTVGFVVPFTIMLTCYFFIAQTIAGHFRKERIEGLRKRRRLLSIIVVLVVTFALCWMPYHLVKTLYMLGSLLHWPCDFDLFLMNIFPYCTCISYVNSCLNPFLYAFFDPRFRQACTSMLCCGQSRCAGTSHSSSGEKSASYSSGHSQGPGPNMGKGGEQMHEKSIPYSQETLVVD
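Assay system: engineered CHO-K1 APJ arrestin reporter cells; Amount: 1000 CHO-K1 reporter cells seeded per well; Dosing: one dose, 20 µM compound, 1% DMSO; Times: compound stimulation 90 min at 25 °C, detection 60 min; Measured by: luminescent beta-gal fragment complementation, chemiluminescent substrate; Read-out: APJ–arrestin association signal; Controls: DMSO vs Apelin-13 10 nM.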
tim10-1 inh: growth inhibitors of tim10-1 mutant yeast. S. cerevisiae tim10-1 ts strain growth, BacTiter-Glo, 24 h. inhibition, % at 20 µM. actives 2.2% (n = 330,000). AID 463190;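 active = inhibition of at least 40%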;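 note: mutant grown at 25 °C; 0% = DMSO wells with yeast and 100% = wells holding no yeast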
APJ antag: antagonists of human APJ apelin receptor | P35414 | CHO-K1 APJ beta-arrestin complementation, luminescence | inhibition, % at 20 µM | actives 0.32% (n = 330,000) | AID 2521;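 active = inhibition above about 40% at 20 µM, limit read from the data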;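 note: cells challenged with 10 nM apelin-13 agonist together with compound; plate controls were apelin-13 plus DMSO wells for no effect and DMSO wells lacking apelin-13 for full effect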
NALP3 yeast inh: NALP3 inhibition in yeast. Yeast reconstituted NLRP3/ASC/caspase-1, beta-gal luminescence, 24 h. inhibition, % at 10 µM. actives 0.39% (n = 330,000);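 active = inhibition of 50% or more; inactive = inhibition below 50%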;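 note: plate controls were induced DMSO wells for no effect and uninduced yeast grown without galactose for full effect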
tim23-1 inh: growth inhibitors of tim23-1 mutant yeast; S. cerevisiae tim23-1 growth, BacTiter-Glo luminescence, 24 h; actives 1.3% (n = 330,000); inhibition, % at 20 µM;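 active = growth inhibition of the mutant yeast at or above 50%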;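 note: temperature-sensitive mutant grown at 25 °C; plate controls were DMSO-treated mutant yeast for no effect and medium wells lacking yeast for full effect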
* = called active by the depositor.

SMILES	TIM10 inh	MPTP inh	beta cell repl	NR3A LBD binder	APJ ag	tim10-1 inh	APJ antag	NALP3 yeast inh	tim23-1 inh
Cc1ccc(NC(=O)Nc2ncnc3nc[nH]c23)cc1	8	2.4	-2	1	-1	-13	-10	18	8
CC1(C)COC(c2cccc(C3=NC(C)(C)CO3)n2)=N1	-1	5.0	0	-1	3	6	-4	14	14
COC(=O)C1=C(C)N(CC2CC2)C(=NCc2cccc(Cl)c2)N[C@H]1c1ccccc1	10	13	-9	2	-2	11	6	11	23
CCCC1(c2ccccc2)NC(=O)N(CC(=O)Nc2ccc3c(c2)OCCO3)C1=O (stereo not drawn)	-3	2.4	0	-1	0	-15	-2	2	4
COC(=O)c1cccc(S(=O)(=O)N2CCC(NC(=O)Nc3cccc(F)c3)CC2)c1	-8	12	-3	-4	2	-1	5	4	3
CCC1(C)Cc2[nH]c(=O)c(C#N)cc2CO1 (stereo not drawn)	-6	0.1	0	0	-1	1	0	1	-4
Cc1ccc(CN2CCNC(=O)C2CC(=O)N(Cc2c(C)nn(C)c2C)C2CC2)o1 (stereo not drawn)	-9	-2.0	-1	0	-2	-11	-1	6	17
CC(NC(=O)c1cccnc1Sc1ccccc1)c1ccc(S(N)(=O)=O)cc1 (stereo not drawn)	8	-0.2	2	-1	-2	5	-17	-1	10
NS(=O)(=O)c1ccc(CCNC(=O)COC(=O)/C=C/c2ccccc2Cl)cc1	12	1.3	-1	1	-3	16	3	7	10
C#CCNC(=O)C1=C[C@@H](c2csc3ccccc23)[C@H](CCCO)[C@@H](OCC)O1	12	1.4	3	-2	-7	13	10	-3	21
CCOc1ccc(-c2nc(CSCC(=O)NC3CC3)c(C)o2)cc1	-2	-0.2	1	-2	3	15	19	14	21
Cc1nc(C)n(CC(O)COc2ccc3c(c2)CCC3)n1 (stereo not drawn)	8	-0.3	-2	2	-3	17	10	15	10
Cc1cc(NC(NC(=O)c2ccco2)(C(F)(F)F)C(F)(F)F)no1	6	0.8	-4	1	-3	7	-1	-1	15
COc1ccc(OC)c2[nH]c(=O)c(CCNC(=O)CC(C)C)cc12	-24	-1.6	-1	-1	5	6	-14	20	1
COc1cc(-c2nnc(SCc3ccccc3Cl)o2)cc(OC)c1OC	14	-0.9	2	4	-3	16	28	24	13
COc1ccc(NC(=O)C(=O)NCCC2CCCCN2S(=O)(=O)c2ccccc2)cc1 (stereo not drawn)	-9	-0.2	-3	-1	-3	-27	-53	28	-12
O=C(N/N=C\c1ccc(-c2ccc(Cl)c(Cl)c2)o1)C(=O)N1CCCC1	3	7.3	-1	-1	-2	-3	12	-9	-5
Cc1c(NC2=C(Cl)C(=O)N(c3ccccc3Cl)C2=O)c(=O)n(-c2ccccc2)n1C	-3	0.0	0	-2	1	6	4	8	10
O=[N+]([O-])c1cccc(S(=O)(=O)N2CCCC2)c1	4	0.1	-2	0	1	-2	-19	-13	-14
C[C@H](CO)N1C[C@H](C)[C@@H](CN(C)S(=O)(=O)c2ccc(F)cc2)Oc2ccc(NC(=O)Nc3ccc(C(F)(F)F)cc3)cc2C1=O	5	2.0	-1	11*	-1	-1	-5	27	1

Of the compounds above, 2 have a CF3 group.
SMILES	TIM10 inh	MPTP inh	beta cell repl	NR3A LBD binder	APJ ag	tim10-1 inh	APJ antag	NALP3 yeast inh	tim23-1 inh
Cc1cc(NC(NC(=O)c2ccco2)(C(F)(F)F)C(F)(F)F)no1	6	0.8	-4	1	-3	7	-1	-1	15
C[C@H](CO)N1C[C@H](C)[C@@H](CN(C)S(=O)(=O)c2ccc(F)cc2)Oc2ccc(NC(=O)Nc3ccc(C(F)(F)F)cc3)cc2C1=O	5	2.0	-1	11*	-1	-1	-5	27	1

Whole records from above. Screens in order: TIM10 inh | MPTP inh | beta cell repl | NR3A LBD binder | APJ ag | tim10-1 inh | APJ antag | NALP3 yeast inh | tim23-1 inh
O=C(N/N=C\c1ccc(-c2ccc(Cl)c(Cl)c2)o1)C(=O)N1CCCC1 as listed: 3 | 7.3 | -1 | -1 | -2 | -3 | 12 | -9 | -5
CCOc1ccc(-c2nc(CSCC(=O)NC3CC3)c(C)o2)cc1 as listed: -2 | -0.2 | 1 | -2 | 3 | 15 | 19 | 14 | 21

(list continues)
SMILES	TIM10 inh	MPTP inh	beta cell repl	NR3A LBD binder	APJ ag	tim10-1 inh	APJ antag	NALP3 yeast inh	tim23-1 inh
CCC(=O)N(c1nnc(SCC(=O)NN2C(=O)NC3(CCC(C)CC3)C2=O)s1)C1CC1 (stereo not drawn)	1	-0.9	-3	1	-4	-3	-2	11	9
COc1cc(OC)c2ccc(=O)oc2c1C(CC(=O)N1CCCC(C)C1)c1ccc2c(c1)OCO2 (stereo not drawn)	4	0.2	-2	-4	-2	2	-48	6	18
Cc1cc(/C=C2/C(=N)N3C(c4ccccc4)=CSC3=NC2=O)c(C)n1-c1ccccc1	5	-0.2	0	-1	-1	-7	15	14	7
Cc1ccc(NC(=O)C2CCCN2C(=O)NC2CCCCC2)cc1 (stereo not drawn)	-1	0.3	-1	-2	2	9	3	21	0
COc1ccc(-c2nc3ccccc3nc2-c2ccc(OC)cc2)cc1	-2	0.3	-3	1	-1	-6	-3	-2	27
CCOC(=O)CSCc1nc(-c2ccc(Cl)cc2)oc1C	-2	1.2	-1	-1	-1	-5	-62	-23	-4
COc1ccc(OCCCC(=O)OCC(=O)c2ccc3c(c2)NC(=O)CO3)cc1	6	-1.5	2	0	6	11	2	28	-4
COC(=O)C(C)N(C#N)c1nc(C)nc(C)n1 (stereo not drawn)	-15	-0.7	-2	0	-1	5	-6	15	7
O=c1[nH]nc2n1CCCCC2	-2	-0.9	0	1	3	0	-5	17	14
Cc1cc(C)c(NC(=O)COC(=O)COc2ccc3c(C)cc(=O)oc3c2)c(Cl)c1	7	-0.7	2	2	-4	14	8	20	1
CCSc1cc(N2CCCC2)nc(-c2ccc(Cl)cc2)n1	-3	1.0	-7	-1	-3	-13	2	4	9
N=C(N)SCc1nc2ccccn2c1Br	-1	0.1	-2	1	-4	-2	10	14	2
Cc1ccc(S(=O)(=O)N2CCOCC2)cc1NC(=O)C1=NN(c2ccccc2)C(=O)CC1	2	-0.8	-3	-1	3	-22	15	2	4
COc1ccc(N(CC(=O)N2CCC(C(N)=O)CC2)S(=O)(=O)c2ccccc2)cc1	5	-3.1	0	2	1	-21	5	-8	-7
CC(C)(Oc1ccc(CCNC(=O)c2ccc(Cl)cc2)cc1)C(=O)O	-2	-1.1	5	2	4	-13	-5	1	-1
CC(=O)N[C@@H](C)C(=O)N1CCC(n2nccc2NC(=O)CCCc2ccccc2)CC1	-11	-1.2	-1	0	-3	0	3	13	-2
O=[N+]([O-])c1ccc(O)c(NC(=S)Nc2ccccc2)c1	38	7.8	-1	8	-2	48*	8	-24	35
Cc1nc2ccc(NC(=O)N3CCOCC3)cc2s1	4	0.5	1	6	3	17	-9	22	2
O=C(COc1ccc2c(c1)oc(=O)c1ccccc12)N[C@@H](Cc1ccccc1)C(=O)O	-3	0.6	-4	0	-1	2	-52	6	-11
Cc1cc(C)nc(N2CCCC(C(=O)Nc3cccc(Cl)c3)C2)n1 (stereo not drawn)	6	-0.2	2	-5	-1	3	11	15	1
COc1ccc(N2C(=S)NC3N2C(=S)NC3(C)c2ccccc2)cc1 (stereo not drawn)	14	1.0	-1	0	0	18	-9	13	7
Cc1cc(N=Nc2ccccc2C(=O)O)c(C)c(C)c1O	-98	56*	-2	-1	-6	-90	37	29	-19
COc1ccccc1NC(=O)/C(=C/c1cccs1)NC(=O)c1ccco1	3	1.2	-2	-2	1	4	15	10	2
Cc1c(/C=N/NC(=O)C2(O)c3ccccc3-c3ccccc32)cnn1C	-4	-0.8	0	-4	1	8	21	19	-8
O=C(O)c1cn(Cc2ccccc2)nc1-c1cccnc1	8	-3.1	2	-2	-3	5	14	9	-3
CCOCCCNC(=O)c1cn(CC(C)C)c(=O)c2cc(OC)c(OC)cc12	17	-1.9	1	3	0	10	-13	4	17
O=C(CN1CCN(c2ccccc2O)CC1)Nc1cc(S(=O)(=O)N2CCCC2)ccc1Cl	-15	-1.3	-1	0	2	4	-5	24	20
CC1=NN(C(=O)COc2ccccc2)C(O)(c2cccnc2)C1 (stereo not drawn)	1	0.1	4	0	-1	15	-8	-8	2
O=C(c1cccc(C(F)(F)F)c1)C1CCCN(C(=O)Cn2cncn2)C1 (stereo not drawn)	-4	-1.0	3	-2	2	19	-1	8	9
CC(C)(C)C1=NN(c2ccc([N+](=O)[O-])cc2)C(c2ccccc2)C1 (stereo not drawn)	30	9.4	-6	-1	0	37	26	33	36
CCC1C(=O)Nc2nc(-c3ccccc3)c(-c3ccccc3)n2N=C1C (stereo not drawn)	25	1.2	-3	-5	1	28	-18	-34	33
O=[N+]([O-])c1c(NCCO)cc(N2CCC3(CC2)OCCO3)c2nonc12	-12	-0.5	0	10	-3	-3	9	15	1
COc1ccc(S(=O)(=O)Nc2ccc(NC(C)=O)cc2)cc1OC	16	-0.7	1	0	2	15	6	11	10
CC1Cc2ccccc2N1CC(=O)NCc1ccc2c(c1)OCO2 (stereo not drawn)	-21	1.2	-2	-4	-2	5	6	8	11
COc1ccc(/C=C2\NC(=S)N(CC3CCCO3)C2=O)c(OC)c1C (stereo not drawn)	23	1.8	-4	2	4	33	12	17	41
Cn1c(=O)c(C(=O)NCc2ccccc2)c(O)c2ccccc21	-2	1.9	-4	3	-3	-16	1	22	54*
CCOCc1nnc(NC(=O)C2CCN(C(=O)c3ccco3)CC2)s1	4	0.4	-4	-2	-3	7	2	-11	4
NC(=O)CC(NC(=O)c1cccc(Br)c1)c1ccc(N2CCN(c3ccccn3)CC2)c([N+](=O)[O-])c1 (stereo not drawn)	4	-1.8	-7	-3	8	-3	7	8	21
CCS(=O)(=O)c1cc([N+](=O)[O-])c(Sc2ccccc2NC(C)=O)s1	7	1.2	-6	0	-3	11	14	-27	7
O=C(Cc1coc2ccc3ccccc3c12)NC1CCCc2ccccc21 (stereo not drawn)	7	-0.5	-4	-5	-3	5	-6	29	23
Cc1ccc(C2(C)NC(=O)N(CC(=O)Nc3c(C)n(C)n(-c4ccccc4)c3=O)C2=O)cc1 (stereo not drawn)	-1	-0.2	0	-7	-1	6	1	22	-1
CCN1CCN(C(C(=O)NC2CCCCC2)c2ccc(Cl)cc2)CC1 (stereo not drawn)	5	-2.0	-2	-5	-6	3	-5	-1	0
CN(C)CCCN(C(=O)c1ccc(S(=O)(=O)N2CCc3ccccc32)cc1)c1nc2ccc(F)cc2s1	15	0.2	-7	-2	2	40	-4	2	22
Cc1ncc2c(c1OC(=O)c1ccccc1)COC(C)(C)OC2	1	-1.6	-1	-1	-3	25	-4	-2	10
CCN(CC(=O)NCc1cccs1)C(=O)COc1ccc(C(C)=O)cc1	0	0.3	-3	3	-3	-6	0	7	-11
O=C(O)c1ccccc1-n1c(-c2ccccc2)cc2c1CCCC2=O	0	0.7	-3	1	-2	5	14	12	-3
CC(NCC1(N2CCOCC2)CCCCC1)C(=O)Nc1ccc(Cl)cc1Cl (stereo not drawn)	-3	0.7	-4	0	-3	27	-1	10	20
CCCC(C)C(=O)NCc1ccc2c(c1)OCO2 (stereo not drawn)	-16	-1.0	-1	0	0	-1	1	-3	12
Cc1ccc(S(=O)(=O)CCC(=O)OCC(=O)NNC(=O)c2ccc([N+](=O)[O-])cc2)cc1	4	-0.3	-2	1	-1	0	-66	7	-6
CSc1cccc(NC(=O)CCc2ccccc2)c1	-1	0.3	-3	-4	-3	9	-12	16	17
